RNase H inhibition – RNase H inhibition, HIV 1 Gag Pol polyprotein, FRET biochemical assay, screening (AID 372); HIV-1 RT RNase H, FRET RNA/DNA substrate fluorescence; higher % means a stronger effect; inhibition, % at 10 µM, or IC50 in µM where a hit was titrated; actives 0.77% (n = 100,000); in the data active = inhibition above about 50%
Numbers without * were called inactive; & = joins results of further samples. The list is partial, so the mix of outcomes need not match the whole.

SMILES	RNase H inhibition
N#C/C(=C/c1ccc(N2CCCCC2)o1)C(=O)NCc1ccccc1	10%
CCOC(=O)C1=C(C)N=c2s/c(=C\c3ccc(OCc4ccc(Cl)cc4)c(OC)c3)c(=O)n2C1c1ccccc1 (stereo not given)	0%
Cc1ccc(OC(=O)C23CC4CC(CC(C4)C2)C3)c(C)n1	13%&5%
Cc1ccc(/C=C2\SC(=Nc3cccc(Cl)c3C)NC2=O)cc1[N+](=O)[O-]	11%
COc1cc(C2CC(=O)NC(SCc3ccccc3)=C2C#N)ccc1O (stereo not given)	6%
N#Cc1c(NC(=O)c2ccc(S(=O)(=O)c3ccccc3)cc2)sc2c1CCCC2	7%
CC1(C)OC(=O)CC1C(=O)NCc1ccccc1 (stereo not given)	1%
Cc1cc(Br)c2[nH]c(O)c(N=NC(=O)COc3ccc(Cl)cc3Cl)c2c1	3%
O=C(O)c1cccc(N2C(=O)CC(Sc3ccccc3C(=O)O)C2=O)c1 (stereo not given)	17%
COc1ccc(N(CC(=O)Nc2cc(C)ccc2C)S(=O)(=O)c2ccc(C)cc2)cc1	9%
CC(=O)c1ccc(NC(=O)c2ccccc2C)cc1	7%
Cc1cc(Cl)ccc1N(CC(=O)Nc1cccc(Br)c1)S(=O)(=O)c1ccccc1	8%
CN(C)c1ccc(C=NCCCN2CCOCC2)cc1	5%
O=C1c2cccc3cccc(c23)C(=O)N1Nc1ccc([N+](=O)[O-])cc1	13%
O=C(Nc1ccccc1O)c1ccc(Oc2ccc(C(=O)Nc3ccccc3O)cc2)cc1	3%
O=C(Nc1ccccc1O)c1cc(S(=O)(=O)N2CCCCC2)ccc1Cl	17%
O=C(c1ccc(Cl)cc1)c1ccc2c(c1)OCCCO2	1%
O=C(Nc1ccc(Oc2ccccc2)cc1)c1cc(S(=O)(=O)N2CCOCC2)ccc1Cl	11%
CS(=O)(=O)N(CC(=O)Nc1ccccc1)c1ccc(Oc2ccccc2)cc1	3%
COc1ccc(CNC(=O)c2cccc(N(C)C)c2)cc1	0%
Clc1cccc(N2CCN(CC3CC4C=CC3C4)CC2)c1 (stereo not given)	2%
Cc1cccc(OCCCOc2cccc3cccnc23)c1C	2%
CCOc1ccccc1C(=O)Nc1ccc(F)cc1	0%
O=c1cc(-c2ccc(Br)cc2)oc2ccccc12	7%
Cc1ccc(NC(=O)COc2ccc(Cl)cc2)c(Br)c1	1%
Cc1ccc(C(=O)Nc2ccccc2O)cc1	15%
O=c1c(Cl)c(O)cnn1Cc1ccccc1	0%
CCc1ccc(N2NC(=O)/C(=C/c3ccc(C(=O)OC)cc3)C2=O)cc1	16%
CCCC(C)C(=O)Nc1cc([N+](=O)[O-])ccc1C (stereo not given)	5%
COc1ccc(OC)c(/C=C2/C(=O)NN(c3ccc(C)cc3)C2=O)c1	15%
COc1ccc(C=Nc2ccc(C)c(C)c2)c2ccccc12	24%
COC(=O)C1=C(O)/C(=C\c2ccc(C(=O)O)cc2)N=C1C	0%
CCOc1cccc2c1NC(C)(C)c1sn(-c3ccc(Br)cc3)c(=S)c1-2	21%
COc1ccc(C(=O)NC(=S)Nc2cccc(NC(=O)c3ccccc3)c2)cc1[N+](=O)[O-]	21%
C/C(C=NN1CCN(Cc2ccccc2)CC1)=C\c1ccccc1	13%
Cc1cccc(Cn2cc(/C=C3\SC(=S)N(Cc4ccccc4)C3=O)c3ccccc32)c1	20%
C/C(=N/NC(=O)c1ccc([N+](=O)[O-])cc1)c1ccc2c3c(cccc13)CC2	17%
CCSc1nnc2c(n1)OC(c1cc(OC)ccc1Br)Nc1ccccc1-2 (stereo not given)	6%
COC(=O)CCN1C(=O)/C(=C\c2ccc(F)cc2)SC1=S	10%
O=C(c1nn2c(c1Cl)NC(c1ccccc1)CC2C(F)(F)F)N1CCN(c2ccc(F)cc2)CC1 (stereo not given)	0%
O=C(Nc1ccc2c(c1)S(=O)(=O)c1cc(NC(=O)c3cccs3)ccc1-2)c1cccs1	4%
O=C1c2ccc(Oc3ccc([N+](=O)[O-])cc3)cc2C(=O)N1c1cccnc1	6%
COC(=O)c1ccc(NC(=O)C2c3ccccc3Oc3ccccc32)cc1	0%
O=C(NC(=S)NCc1cccnc1)c1cccs1	9%
O=C1NC(=O)N(c2ccccc2)C(=O)/C1=C/c1cc2c(cc1Cl)OCO2	18%
Cc1nc2ccccc2c(=O)n1N(c1ccccc1)c1ccccc1	19%
COc1ccc(S(=O)(=O)N2CCN(Cc3ccccc3F)CC2)cc1	33%
COC(=O)c1cccc(-c2ccc(C=C3C(=O)N(C)C(=O)N(C)C3=O)o2)c1	6%
COCCOC(=O)c1ccc(NS(=O)(=O)c2ccc(Cl)cc2)cc1	7%
COc1ccc(C(=O)Nc2ccc(C)cc2)cc1OC	8%
O=S(Cc1ccccc1)CC(O)COc1ccccc1 (stereo not given)	9%
CCOC(=O)c1ccc(NC(=S)NCc2ccc(OC)cc2)cc1	5%
Cc1cccc(Nc2c([N+](=O)[O-])cc(C(F)(F)F)cc2[N+](=O)[O-])c1C	0%
COC(=O)CNC(=O)c1ccc(NC(C)=O)cc1	0%
CC(=O)c1cccc(N2C(=O)c3ccc(C(=O)c4ccc5c(c4)C(=O)N(c4cccc(C(C)=O)c4)C5=O)cc3C2=O)c1	7%
CC1(C)c2ssc(=S)c2-c2ccccc2N1C(=O)CSc1nnc(N)s1	0%
CC/C(=N\NC(=S)Nc1cccc(C)c1)c1ccccc1	8%
O=C(Nc1nc(-c2ccc(F)cc2)cs1)c1cccs1	9%
Fc1c(F)c(C(F)(F)F)c(F)c(F)c1Sc1nc2ccccc2o1	11%
NC(=O)c1c(NC(=O)c2ccc(Br)o2)sc2c1CCCCC2	0%

Fetched by compound from the list above, two records:
SMILES	RNase H inhibition
COC(=O)c1cccc(-c2ccc(C=C3C(=O)N(C)C(=O)N(C)C3=O)o2)c1	6%
COC(=O)c1ccc(NC(=O)C2c3ccccc3Oc3ccccc32)cc1	0%

Carrying on:
SMILES	RNase H inhibition
CC1(C)CC(=O)C2=C(C1)Nc1ccc3ccccc3c1C2c1cccc([N+](=O)[O-])c1 (stereo not given)	16%
CCc1ccc(-n2c(C)cc(/C=C(/C#N)C(=O)Nc3ccccc3C)c2C)cc1	3%
CCOc1ccc(C(=O)Nc2ccc(F)c(Cl)c2)cc1	15%
CN(C)CCCN1C(=O)CSC1c1ccc(Cl)cc1 (stereo not given)	0%
CN(C)Cc1c(O)ccc2c(=O)c(-c3ccc(Cl)cc3)coc12	2%
CC(C)(C#CC(O)(c1ccccc1)c1ccccc1)N1CCCC1	8%
CN1CCc2c(sc3c2C(=O)NC(c2ccc(-c4ccccc4[N+](=O)[O-])o2)N3)C1 (stereo not given)	20%
Cc1ccc(C(=O)N2CCN(c3cccc(Cl)c3)CC2)cc1C	15%
CCc1cc(OCCOCCN2CCC(C)CC2)ccc1Cl	11%
O=C1C2=C(SCCS2)C(=O)N1CCCO	2%
COc1ccccc1NC(=O)c1c(NC(=O)C(C)(C)C)sc2c1CCC(C)C2 (stereo not given)	13%
CCN1C(=O)/C(=C\c2cc(Cl)c(OCc3ccccc3F)c(OC)c2)SC1=S	8%
CS/C(=N\S(=O)(=O)c1ccc(C)cc1)c1ccccc1	2%
O=[N+]([O-])c1ccc(F)c(N=Cc2cc(Br)ccc2O)c1	10%
COc1cc(NC(=O)c2cnn3c(C(F)(F)F)cc(-c4ccco4)nc23)c(OC)cc1Cl	0%
O=S(=O)(Nc1ccc(Cl)cc1)c1ccc(-c2ccccc2)cc1	10%
COc1ccc(C2CC(=O)C3=C(C2)NC(C)=C(C(=O)OC(C)C)C3c2ccc(O)c(OC)c2)cc1 (stereo not given)	9%
CCOC(=O)c1c(NC(=O)c2ccc3c(c2)OCCO3)sc2c1CCCC2	5%
O=c1cc(O)c2ccccc2n1Cc1ccccc1	8%
CCC(C)(C)C1CCc2c(sc(NC(=O)C(C)C)c2C#N)C1 (stereo not given)	0%
C=CCN=Cc1c(O)[nH]c2ccccc12	4%
O=C(Nc1ccc2c(c1)OCO2)c1ccc(C#Cc2ccccc2)cc1	16%
Cc1cccc(NC(=O)/C(C#N)=C\c2ccc(-c3ccc(C(=O)O)cc3)o2)c1	0%
CCOc1ccc(-c2cc(C(=O)N/N=C/c3ccc(O)c(OC)c3)[nH]n2)cc1	12%
CCCC(=O)Nc1ccc(-c2nc3cc(C)c(C)cc3o2)c(O)c1	8%
O=C(c1ccccc1)c1coc2cc([N+](=O)[O-])c(O)c([N+](=O)[O-])c12	13%
CCOC(=O)C1=C(C)N=c2s/c(=C/c3ccc(OC)cc3OC)c(=O)n2C1c1cccs1 (stereo not given)	4%
O=C1CSC(=O)N1CNc1ccccn1	2%
O=C(Nc1cccc(Cl)c1)Nc1nnc(COc2ccc(Br)cc2)s1	15%
CCCC1=C(C(=O)OCC)C(c2cc(Br)c(OC)cc2OC)C(C#N)=C(N)O1 (stereo not given)	7%
COc1ccc(C2C(C(C)=O)=C(O)C(=O)N2c2nc3ccccc3s2)cc1OC (stereo not given)	3%
CCC(Oc1ccccc1)C(=O)N1CCN(C(=O)C(CC)Oc2ccccc2)CC1 (stereo not given)	6%
CC(=O)c1ccc(N2C(=O)/C(=C/c3ccccc3F)N=C2c2ccccc2)cc1	4%
O=C(NC(c1ccccc1)c1ccccc1)C1CC1c1ccccc1 (stereo not given)	17%
O=[N+]([O-])c1ccccc1CN1CCN(Cc2ccc3c(c2)OCO3)CC1	14%
COc1ccc(CN2CCN(Cc3cccc(C)c3)CC2)cc1OC	4%
COc1ccccc1OCCCCOc1ccc(Br)cc1	12%
CC(C)CNC(=O)CC(=O)N/N=C/c1cccc(Cl)c1	0%
Cc1cccc(NC(=O)CCN2C(=O)/C(=C/c3ccccc3Cl)SC2=S)c1C	7%
CN1C(=O)NC(=O)/C(=C/c2ccc(-c3cc([N+](=O)[O-])ccc3Cl)o2)C1=O	20%
CCN1C(c2ccccc2)C(C)C(=O)C(C)C1c1ccccc1 (stereo not given)	4%
COc1ccc(-n2nc3cc(C)c(NC(=O)COc4ccc(Br)cc4)cc3n2)cc1	18%
COc1cccc(C(=O)Oc2ccc3c(C)cc(=O)oc3c2)c1	10%
COc1ccc(NS(=O)(=O)c2ccc(OC)c(OC)c2)cc1OC	0%
O=C(/C=C/c1cc(Br)cs1)Nc1cccc2ncccc12	16%
CC(=O)Nc1ccc(S(=O)(=O)Nc2ccc(S(=O)(=O)N3CCCCC3)cc2)cc1	3%
O=C(N/N=C/c1cccc([N+](=O)[O-])c1)c1cc(C2CC2)[nH]n1	16%
Cc1ccc([N+](=O)[O-])cc1N=Cc1ccc(Cl)c([N+](=O)[O-])c1	10%
O=C1CN(S(=O)(=O)c2ccc([N+](=O)[O-])cc2)CC(=O)N1	7%
O=C(Nc1ccc(N2CCOCC2)cc1)C12CC3CC(CC(C3)C1)C2	11%
CC(=O)C1C(=O)CC(c2ccccc2)CC1=O (stereo not given)	8%
O=C(CCCN1CCN2CCCCC2C1)c1ccc(F)cc1 (stereo not given)	12%&11%
COc1ccc(-n2cnc(N)c2C(=O)c2cccc([N+](=O)[O-])c2)cc1	1%
O=C(Nc1ccc(Cl)cc1)c1cc2ccccc2cc1O	17%
O=C1NC(=O)/C(=C\c2ccc(OCc3ccc(C(=O)O)cc3)c(I)c2)S1	17%
CC(=O)Nc1ccc(C2=N/C(=C/c3ccc(Br)cc3)C(=O)O2)cc1	14%
CCOc1ccc(NC(=O)c2c(NC(=O)CC)sc3c2CCC(C)C3)cc1 (stereo not given)	45%
O=C(COc1nc2ccccc2s1)n1c2ccccc2c2ccccc21	0%
Cc1ccc(-c2cc(-c3ccccc3O)nc(NN)n2)cc1	15%
COc1cc(CN2CCN(C3CCCCC3)CC2)cc(OC)c1O	6%

(further entries)
SMILES	RNase H inhibition
Cc1nc2ccccc2n1CC(O)COc1ccc(C(=O)O)cc1 (stereo not given)	8%
O=C(CCCCCN1C(=O)c2ccccc2C1=O)Nc1ccccc1C(F)(F)F	33%
COc1ccc(-n2nc3cc(C)c(NC(=O)c4cccc(Br)c4)cc3n2)cc1	10%
O=C(O)c1ccccc1Nc1ccc([N+](=O)[O-])cc1[N+](=O)[O-]	3%
O=C(Nc1cccc(NC(=O)c2cc3ccccc3o2)c1)c1ccccc1	15%
Cc1ccc(C=Nc2ccc(N(C)C)cc2)o1	9%
COc1cc2ccccc2cc1C(=O)Nc1cc([N+](=O)[O-])ccc1F	46%
NC(=O)c1c(NC(=O)CCN2C(=O)/C(=C/c3cccs3)SC2=S)sc2c1CCCC2	19%
O=C(Nc1ccc(F)cc1)N1CCN2C(=O)c3ccccc3C12c1ccccc1 (stereo not given)	2%
O=C(c1ccc([N+](=O)[O-])cc1Cl)N1CCN(c2ccc(Cl)cc2)CC1	5%
COc1cc(/C=C2/SC(=S)N(C)C2=O)cc(Cl)c1OCc1ccc(F)cc1	9%
Cc1ccc(C(=O)OCC(=O)c2ccc(Br)cc2)cc1[N+](=O)[O-]	0%

Compounds shown so far containing fluorine, in the order listed:
SMILES	RNase H inhibition
CCOc1ccccc1C(=O)Nc1ccc(F)cc1	0%
COC(=O)CCN1C(=O)/C(=C\c2ccc(F)cc2)SC1=S	10%
O=C(c1nn2c(c1Cl)NC(c1ccccc1)CC2C(F)(F)F)N1CCN(c2ccc(F)cc2)CC1 (stereo not given)	0%
COc1ccc(S(=O)(=O)N2CCN(Cc3ccccc3F)CC2)cc1	33%
Cc1cccc(Nc2c([N+](=O)[O-])cc(C(F)(F)F)cc2[N+](=O)[O-])c1C	0%
O=C(Nc1nc(-c2ccc(F)cc2)cs1)c1cccs1	9%
Fc1c(F)c(C(F)(F)F)c(F)c(F)c1Sc1nc2ccccc2o1	11%
CCOc1ccc(C(=O)Nc2ccc(F)c(Cl)c2)cc1	15%
CCN1C(=O)/C(=C\c2cc(Cl)c(OCc3ccccc3F)c(OC)c2)SC1=S	8%
O=[N+]([O-])c1ccc(F)c(N=Cc2cc(Br)ccc2O)c1	10%
COc1cc(NC(=O)c2cnn3c(C(F)(F)F)cc(-c4ccco4)nc23)c(OC)cc1Cl	0%
CC(=O)c1ccc(N2C(=O)/C(=C/c3ccccc3F)N=C2c2ccccc2)cc1	4%
O=C(CCCN1CCN2CCCCC2C1)c1ccc(F)cc1 (stereo not given)	12%&11%
O=C(CCCCCN1C(=O)c2ccccc2C1=O)Nc1ccccc1C(F)(F)F	33%
COc1cc2ccccc2cc1C(=O)Nc1cc([N+](=O)[O-])ccc1F	46%
O=C(Nc1ccc(F)cc1)N1CCN2C(=O)c3ccccc3C12c1ccccc1 (stereo not given)	2%
COc1cc(/C=C2/SC(=S)N(C)C2=O)cc(Cl)c1OCc1ccc(F)cc1	9%

Screening results as filed in PubChem.
